LYPLA2 counter = LYPLA2 (human) inhibition in PME1 counter-screen; O95372; hit rate 0.38% among 320,000; inhibition, % at 5.9 µM; AID 2177; recombinant LYPLA2, FP-Rh probe fluorescence polarization;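 active means inhibition above the screen-wide mean plus 3 SD, limit set per campaign, cut at about 26% in these data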;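 further: 0% = LYPLA2 with DMSO and 100% = wells lacking LYPLA2 enzyme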
Target sequence (O95372 whole entry, looked up): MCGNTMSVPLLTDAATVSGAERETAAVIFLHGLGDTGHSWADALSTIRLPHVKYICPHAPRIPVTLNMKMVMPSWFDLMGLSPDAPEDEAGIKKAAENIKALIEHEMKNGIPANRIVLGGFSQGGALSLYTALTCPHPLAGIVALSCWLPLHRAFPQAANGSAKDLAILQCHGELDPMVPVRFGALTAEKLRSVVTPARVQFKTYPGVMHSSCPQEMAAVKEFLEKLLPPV
Fh CTSL1 inh = cathepsin L1 inhibition, PFM18AAP counter-screen | recombinant F. hepatica cathepsin L1, Z-Leu-Arg-MCA fluorescence | inhibition, % at 5.96 µM | hit rate 0.49% among 300,000 | AID 1906;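 active means inhibition above the mean of all tested compounds plus 3 SD, set per screening campaign, cut at about 17% in these data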;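 further: 0% = plate median of test compound wells and 100% = 1 µM Z-Phe-Ala-diazomethylketone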
GASC-1 inh = inhibitors of human GASC-1 (JMJD2C) demethylase; Q9H3R0; GST-JMJD2C(1-420) H3K9me3 demethylation, DELFIA europium; inhibition, % at 2.35 µM; hit rate 0.069% among 330,000;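 active means more than half of a compound's replicate wells show inhibition beyond 50%, single wells judged on their own value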;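 further: signal counts dimethyl H3K9 product captured on neutravidin plate; 0% = median of DMSO wells and 100% = 0.3 times that DMSO median; strong numbers were not always called active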
PP1 counter = counter-screen for PP5 inhibitors: inhibitors of human PP1-alpha; inhibition, % at 6.7 µM; purified PP1alpha, OMFP fluorescence; P62136; AID 2235; hit rate 0.9% among 320,000;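 active means inhibition above the mean inhibition of all tested compounds plus 3 SD, computed separately for each screening campaign, cut at about 15% in these data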
Efflux pump mplx = inhibitors of Candida antifungal efflux pumps expressed in yeast; S. cerevisiae Candida pump triplex, Nile Red efflux; inhibition, % at 10 µM; hit rate 0.44% among 330,000; AID 485275;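 active means plate passing quality check with inhibition over a set limit, or well fluorescence over plate mean plus 4 SD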;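 further: Nile Red retained in pooled yeast measured as flow cytometry median fluorescence; 0% = buffer negative control and 100% = Enniatin B positive control; higher means more Nile Red kept so more efflux inhibition; some compounds called inactive have numbers as strong as hits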
PP5 primary = PP5 (human) phosphatase inhibition; P53041; hit rate 0.18% among 320,000; AID 1987; inhibition, % at 6.7 µM; purified PP5c, OMFP substrate fluorescence;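 active means inhibition above the campaign's mean inhibition across all tested compounds plus 3 SD, cut at about 9.5% in these data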;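 further: 0% = DMSO only and 100% = 100 µM cantharidin control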
TPT1 inh = blocks Candida albicans tRNA 2'-phosphotransferase. hit rate 0.81% among 300,000. recombinant caTPT1, FP RNA substrate dephosphorylation. inhibition, % at 5 µM;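 active means inhibition above the mean of all tested compounds plus 3 SD, set per screening campaign, cut at about 24% in these data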;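 further: plate controls were DMSO alone for no effect and ferristatin control at 100 nM for full effect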
PREPL inh = inhibits the human prolyl oligopeptidase-like enzyme. Q4J6C6. recombinant PREPL, fluorescence polarization activity-based probe. inhibition, % at 5.96 µM. hit rate 0.68% among 320,000. AID 2751; in the data active means inhibition above about 43%;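 further: 0% = enzyme with DMSO and 100% = wells lacking enzyme; many of its hits are not listed in these tables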
Target sequence (Q4J6C6 whole entry, looked up): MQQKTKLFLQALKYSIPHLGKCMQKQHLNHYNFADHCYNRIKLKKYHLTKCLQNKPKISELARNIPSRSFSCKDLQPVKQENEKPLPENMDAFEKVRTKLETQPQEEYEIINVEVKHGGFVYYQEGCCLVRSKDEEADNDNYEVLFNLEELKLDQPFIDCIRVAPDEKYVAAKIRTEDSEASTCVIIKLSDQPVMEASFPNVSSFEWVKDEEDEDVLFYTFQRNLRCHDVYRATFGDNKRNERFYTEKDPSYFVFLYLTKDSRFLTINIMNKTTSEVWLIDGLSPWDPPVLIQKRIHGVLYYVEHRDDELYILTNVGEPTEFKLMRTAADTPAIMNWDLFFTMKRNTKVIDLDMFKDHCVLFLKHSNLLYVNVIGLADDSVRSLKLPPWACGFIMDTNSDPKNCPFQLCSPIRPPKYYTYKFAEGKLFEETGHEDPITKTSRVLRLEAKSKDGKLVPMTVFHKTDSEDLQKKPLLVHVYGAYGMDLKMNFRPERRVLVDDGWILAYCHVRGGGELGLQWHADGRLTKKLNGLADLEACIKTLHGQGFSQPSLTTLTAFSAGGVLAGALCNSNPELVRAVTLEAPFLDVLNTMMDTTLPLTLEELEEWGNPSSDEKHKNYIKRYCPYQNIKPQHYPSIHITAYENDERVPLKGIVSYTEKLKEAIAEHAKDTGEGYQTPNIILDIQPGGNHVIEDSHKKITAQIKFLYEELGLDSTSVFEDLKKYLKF
core dimer inh = HCV core protein dimerization inhibition; TR-FRET GST/Flag-core106 dimerization, 1536-well; inhibition, % at 5 µM; hit rate 0.33% among 300,000; AID 1899;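 active means inhibition above the mean of all tested compounds plus 3 SD, set per screening campaign, cut at about 45% in these data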
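Assay system: GST-tagged and Flag-tagged HCV core protein residues 1-106 / Times: compound-protein-antibody incubation 4 h at 22.5 °C / Signal: time-resolved FRET, ex 340 nm, em 617 and 671 nm / Evaluation: % inhibition based on acceptor/donor emission ratio / Benchmarks: wells lacking GST-core106 and wells with excess unlabelled core106 / Repeats: singlicate, one well per compound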
* = called active by the depositor; nt = no result given; & = joins results of further samples. Not all compounds are listed; rates above refer to the full screens.

SMILES	LYPLA2 counter	Fh CTSL1 inh	GASC-1 inh	PP1 counter	Efflux pump mplx	PP5 primary	TPT1 inh	PREPL inh	core dimer inh
CCOC(=O)[C@H]1[C@H]2COc3ccc(C)cc3[C@@H]2N2C(=O)c3cc(OC)c(OC)cc3NC(=O)[C@@]12C	-3.7	2.0	1.4	-0.8	nt	0.3	-0.5	17.7	-0.4
O=S(=O)(NCCC1=CCCCC1)c1ccc(Br)cc1	1.0	-0.6	40.2	-0.7	0.2	2.1	-1.2	-15.1	9.1
COc1cccc(-n2c(C)cc(/C=C3/C(=N)N4C(=NC3=O)SN=C4S(C)(=O)=O)c2C)c1	0.6	1.9	6.7	-0.7	0.1	3.9	20.4	11.4	24.4
C/C(=N/NC(=O)CNC(=O)c1cccnc1)c1ccc(Cl)cc1	3.6	-0.3	4.6	-1.1	0.0	0.6	-1.8	-2.9	1.9
CCN(CC)C(=O)CC(c1ccc(OC)cc1)c1c(OC)cc(OC)c2ccc(=O)oc12 (stereo not given)	-1.2	3.0	11.7	-3.2	nt	0.5	-0.5	9.7	10.6
O=C(Nc1ccccc1N1CCCC1)C1CCN(S(=O)(=O)c2ccccc2)CC1	-1.1	-5.2	0.0	-5.9	0.0	-1.2	2.6	0.5	2.7
Cc1c(C(=O)N2CCC(C)CC2)oc2ccc(S(=O)(=O)N3CCC4(CC3)OCCO4)cc12	2.1	-2.1	-7.0	0.5	-0.1	0.9	-3.1	10.1	4.1
COC(=O)c1ccc2c(c1)N(C)C(=O)CS2	-4.5	2.4	-2.6	-0.8	0.1	0.1	-0.3	-7.3	-1.4
Cc1ccc(NC(=O)CN2CC(C)SC2=NC2CCCCC2)cc1 (stereo not given)	-1.1	-1.4	14.0	2.6	-0.1	-2.4	2.4	8.0	-3.9
COc1ccc(NS(=O)(=O)c2cccs2)cc1S(=O)(=O)N1CCCCC1	-6.4	4.8	-4.1	-1.7	0.0	1.2	1.5	4.8	2.8
COc1ccc(C2(C)NC(=O)N(CC(=O)Nc3ccc4[nH]c(=O)[nH]c4c3)C2=O)cc1 (stereo not given)	4.7	-6.4	7.7	-6.2	0.0	-0.2	-0.7	17.1	-1.3
COc1ccccc1Nc1ncnc2sccc12	-0.2	-1.6	-5.5	-3.5	0.0	3.3	3.3	-6.1	-0.6
COc1ccc(C(=O)NN2CCOCC2)cc1	0.5	-2.6	-11.2	-0.7	0.2	1.7	2.1	4.5	3.1
Nc1cccc2c1C(=O)N(C(=O)/C=C/c1ccc(F)cc1)C2=O	1.4	-2.0	-14.4	-1.3	0.1	-1.8	-6.5	-2.1	6.7
CCCc1c(C(=O)N/N=C/C(C)=C/c2ccco2)nnn1-c1nonc1N	-2.1	7.0	-3.0	0.3	0.0	1.3	0.8	13.7	5.3
Cc1ccc(OCCOC(=O)CCc2nc3ccccc3c(=O)[nH]2)cc1	1.3	-3.7	9.6	-1.4	-0.1	2.6	-2.5	-8.1	0.7
Cc1ccc(C)c(Cc2c(C)nc3c(C(=O)NCc4ccc5c(c4)OCO5)cnn3c2C)c1	-5.5	-1.6	-23.5	-0.1	-0.1	2.9	13.8	2.4	18.9
Cc1onc(-c2c(F)cccc2Cl)c1C(=O)OCC(=O)c1c(N)n(C)c(=O)n(C)c1=O	5.1	5.5	-15.6	-1.2	-0.4	2.2	-1.0	9.7	-1.2
Cc1ccc2c(Cl)c(C)c(N3CCCCC3)nc2n1	-2.8	2.5	3.0	-0.9	-0.1	2.3	0.1	4.0	-3.5
COc1ccc(C(N)c2nccc3cc(OC)c(OC)cc23)cc1OC (stereo not given)	4.0	26.3*	9.5	-4.2	0.2	2.8	6.0	6.7	3.8

Another view of part of the listing above:
Values in the order – LYPLA2 counter	Fh CTSL1 inh	GASC-1 inh	PP1 counter	Efflux pump mplx	PP5 primary	TPT1 inh	PREPL inh	core dimer inh
- COc1ccccc1Nc1ncnc2sccc12
  -0.2	-1.6	-5.5	-3.5	0.0	3.3	3.3	-6.1	-0.6
- COc1ccc(C2(C)NC(=O)N(CC(=O)Nc3ccc4[nH]c(=O)[nH]c4c3)C2=O)cc1 (stereo not given)
  4.7	-6.4	7.7	-6.2	0.0	-0.2	-0.7	17.1	-1.3
- COC(=O)c1ccc2c(c1)N(C)C(=O)CS2
  -4.5	2.4	-2.6	-0.8	0.1	0.1	-0.3	-7.3	-1.4
- Cc1onc(-c2c(F)cccc2Cl)c1C(=O)OCC(=O)c1c(N)n(C)c(=O)n(C)c1=O
  5.1	5.5	-15.6	-1.2	-0.4	2.2	-1.0	9.7	-1.2

New compounds follow.
SMILES	LYPLA2 counter	Fh CTSL1 inh	GASC-1 inh	PP1 counter	Efflux pump mplx	PP5 primary	TPT1 inh	PREPL inh	core dimer inh
CC(C)Oc1ccc(C(=O)Nc2ccc(N3CCCC3)cc2)cc1	1.8	-0.2	-2.3	13.0	0.0	2.8	8.0	7.7	10.3
O=C(CCCO)c1ccc2c(c1)OCCO2	9.4	-2.3	-1.2	-7.1	-0.1	-1.5	-0.9	-1.1	-2.6
CCCCN(C(=O)/C=C/c1ccco1)c1c(N)n(CC(C)C)c(=O)[nH]c1=O	5.7	5.2	-3.3	-2.5	-0.1	3.3	1.8	8.4	-2.2
Cc1cccn2c(=O)c(/C=C3\SC(=S)N(CC(C)C)C3=O)c(NCCCOC(C)C)nc12	-8.6	1.0	nt	-1.2	0.2	-3.0	63.5*	0.3	2.1
CCOc1ccc(OCCC(=O)OCC(=O)NC2CC2)cc1	5.9	-8.5	-8.3	-6.7	-0.1	-0.1	0.3	4.9	-0.5
Cc1cnc(C(=O)Nc2cccc(S(=O)(=O)N(C)C)c2)cn1	13.9	1.1	22.3	-1.4	0.3	2.6	0.6	-1.0	-0.4
C=CCOc1ccc(C(=O)Nc2ccccc2C(=O)NCc2cccnc2)cc1	-1.0	1.4	10.1	0.1	0.3	-0.7	-0.7	-5.1	2.5
O=c1cc(O)nc(SCc2ccccc2)[nH]1	4.2	1.3	-9.4	5.0	-0.1	-1.4	-0.5	-4.4	2.5
N#Cc1cc2c(nc1SC1CCCCC1O)CCCC2 (stereo not given)	0.8	-0.7	13.6	-1.9	0.2	3.0	6.6	8.8	3.7
Cc1nn(-c2ccccc2)c2nc(Cl)c(C(=O)O)cc12	-1.8	9.6	0.2	-1.3	0.0	0.9	-0.7	-9.7	1.2
CNS(=O)(=O)c1cccc(C(=O)OCC(=O)c2cc(C)n(CC3CCCO3)c2C)c1 (stereo not given)	-2.6	nt	-0.3	-0.9	-0.1	-0.5	nt	-3.4	nt
Cc1nn2c(=O)cc(CSc3nc4ccccc4[nH]3)nc2s1	4.5	-2.6	-1.3	3.8	0.0	1.2	1.3	-4.0	0.4
CCOC(=O)Nc1ccc(NC(=O)c2ccccc2F)cc1	3.5	-2.3	-7.3	-2.9	-0.1	2.2	0.0	-11.3	4.3
O=C(N/N=C\c1ccc(O)c([N+](=O)[O-])c1)C1COc2ccccc2O1 (stereo not given)	4.4	-0.1	-1.1	-1.0	0.3	2.0	0.3	-6.2	2.4
Fc1ccc(-c2nnn(Cc3ccccc3Cl)n2)cc1	8.8	0.2	2.0	0.3	-0.1	1.3	-5.0	-7.9	1.8
CC1(C)CC(C(N)=S)CCO1 (stereo not given)	-2.9	-1.9	-9.4	-6.7	0.0	1.8	0.8	-0.3	-1.4
C=CCN(c1ccccc1Cl)S(=O)(=O)c1cccc(C(=O)OCC(=O)N(C)C2CCS(=O)(=O)C2)c1 (stereo not given)	3.0	-0.5	2.5	-1.6	0.0	4.4	-2.6	-14.1	0.7
COCc1nnc(NC(=O)c2ccc(NC(C)=O)cc2)s1	-0.6	1.1	3.3	-2.3	0.0	-1.1	-2.2	0.0	-1.5
C#CC[N+]1(CC#Cc2cccc3ccccc23)CCOCC1	10.1	0.5	0.6	-4.2	-0.2	0.8	0.6	8.2	2.9
CCCN(C(=O)COC(=O)c1[nH]c(C)c(C(=O)OC)c1C)c1c(N)n(Cc2ccccc2)c(=O)[nH]c1=O	3.3	-1.5	-1.7	-1.0	0.1	0.2	12.1	-1.8	-3.0
O=C(O)CSCC(=O)N1CCN(S(=O)(=O)c2cc(Cl)cc(Cl)c2)CC1	2.2	-1.6	33.9	-1.0	0.1	1.9	0.5	-8.3	-1.1
CCc1nnc(NC(=O)CCCSc2nc3ccccc3[nH]2)s1	5.2	-1.5	1.8	2.7	-0.3	3.7	-1.7	5.9	0.8
CCC(=O)n1nc(NCc2ccc(OC)c(OC)c2)nc1NCc1ccc(OC)c(OC)c1	-4.9	1.6	-5.7&0.5	10.7	0.2	5.5	0.0	0.7	1.3
Cc1cc2cc(CNC(=S)NC3CCCCC3)ccc2[nH]1	7.7	-3.4	-12.0	0.3	-0.1	1.8	-5.1	10.9	-0.9
O=C(CN1CCN(Cc2ccccc2)CC1)Nc1ccc(S(=O)(=O)N2CCOCC2)cc1	2.2	0.9	13.8	-0.1	0.0	2.9	-0.4	-0.1	0.0
O=C(/C=C/c1cccs1)c1cc(F)ccc1OC(=O)N1CCOCC1	-1.3	5.5	-3.4	1.6	0.0	-0.3	-1.1	6.4	6.4
O=C(Nc1ccc(N2CCOCC2)c([N+](=O)[O-])c1)c1ccco1	2.4	-3.6	28.2	-1.1	-0.2	2.1	-7.2	4.6	-13.8
Cc1cc2c(=O)n(NC(N)=O)c(C)nc2s1	-3.0	0.6	8.8	0.7	0.0	3.9	-3.7	-4.5	-2.9
CC1(C)CC(=O)C(=Cc2cn(CCC#N)nc2-c2ccc(F)cc2)C(=O)C1	1.8	-0.9	-1.1	0.2	0.0	4.2	-2.6	0.0	-5.2
Cc1cccc(/C=C\c2nc3ccccc3c(=O)[nH]2)c1	-2.4	6.0	1.5	3.1	0.1	2.3	0.0	0.0	-1.4
CN(C)c1cccc(C(=O)NCc2ccc(Cl)cc2)c1	-1.2	1.0	22.8	-0.9	0.4	-1.1	-1.8	6.0	0.0
CCOC(=O)N1CCN(C(=O)C2CCCN(Cc3nc(-c4ccc(Cl)cc4)oc3C)C2)CC1 (stereo not given)	-3.1	-0.2	10.2	-5.5	0.0	3.1	-2.6	38.5	-2.3
COc1ccc2[nH]c(=O)c(CN(CCN3CCCC3)C(=O)Nc3ccccc3Cl)cc2c1	-8.1	0.9	0.1&4.4	-0.1	0.1	0.7	-2.7	-11.2	7.9
Cc1cccnc1-n1c(CCN2C(=O)c3ccccc3C2=O)nc2ccccc2c1=O	-0.3	-0.8	-5.4	-1.0	-0.1	3.5	-5.2	-2.2	-2.0
O=C(Cc1c[nH]c2ccccc12)N/N=C/c1ccc(F)cc1	4.6	-1.2	3.6	-0.8	-0.4	-0.5	-2.6	4.0	2.9
CCOC(=O)N1CCN(C(=O)c2cn(CCOC)c(=O)c3c2c2ccccc2n3C)CC1	2.5	0.8	0.4	-1.6	-0.1	0.4	-2.7	4.4	1.3

Three compounds already listed, ordered by SMILES length, falling:
SMILES	LYPLA2 counter	Fh CTSL1 inh	GASC-1 inh	PP1 counter	Efflux pump mplx	PP5 primary	TPT1 inh	PREPL inh	core dimer inh
CCOC(=O)N1CCN(C(=O)C2CCCN(Cc3nc(-c4ccc(Cl)cc4)oc3C)C2)CC1 (stereo not given)	-3.1	-0.2	10.2	-5.5	0.0	3.1	-2.6	38.5	-2.3
O=C(O)CSCC(=O)N1CCN(S(=O)(=O)c2cc(Cl)cc(Cl)c2)CC1	2.2	-1.6	33.9	-1.0	0.1	1.9	0.5	-8.3	-1.1
Cc1cc2cc(CNC(=S)NC3CCCCC3)ccc2[nH]1	7.7	-3.4	-12.0	0.3	-0.1	1.8	-5.1	10.9	-0.9

Screening results: PubChem, several laboratories
